Screening data deposited in PubChem by several laboratories.
sEH inh: soluble epoxide hydrolase inhibitors, primary screen, biochemical, human sEH. AID 707, 2007. Bifunctional epoxide hydrolase 2 (Homo sapiens), P34913. actives 0.34% (n = 91,000). recombinant human sEH enzymatic activity assay. inhibition, % at 2 µM; in the data active means inhibition above about 80%; further: values of inactives mirror those of a sister screen read the other way; many of its hits are not listed in these tables
F-actin modifier: modifiers of F-actin cytoskeleton organization, primary screen, imaging, HUVEC, phalloidin staining, high-content imaging; HUVEC TNFa F-actin phalloidin imaging; inhibition, % at 2 µM; actives 0.18% (n = 91,000); AID 836, 2007;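 active means inhibition above the batch mean plus 3 SD and confirmed as a hit by visual image inspection, cut at about 30% in these data, passing the limit was not always enough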; further: strong numbers were not always called active
VCAM1 TNFa inh: inhibitors of TNFa-induced VCAM1 expression, primary screen, imaging, HUVEC, TNFa stimulus, immunofluorescence; HUVEC TNFa-induced VCAM-1 immunofluorescence, high-content imaging; inhibition, % at 2 µM; actives 0.48% (n = 95,000); AID 802, 2007;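 active means inhibition above the batch mean plus 3 SD, with images confirmed as a hit by eye, cut at about 37% in these data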;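 further: 0% = TNF-stimulated DMSO wells and 100% = unstimulated control wells; not every result past the cut was called active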
Calb biofilm kill: clotrimazole potentiators killing Candida biofilms, primary screen, with clotrimazole, Alamar Blue. inhibition, % at 6 µM. actives 0.14% (n = 85,000). C. albicans biofilm + clotrimazole;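 active means inhibition above 20%; inactive means inhibition below 20%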;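 further: preformed 24 hr biofilms exposed to compound for 48 hr; 0% = biofilm without compound and 100% = blank killed by clotrimazole plus chlorhexidine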
sEH act: soluble epoxide hydrolase activators, primary screen, biochemical, human sEH. purified human sEH enzymatic activity, activator screen. AID 717, 2007. actives 0.04% (n = 91,000). activation, % at 2 µM; in the data active means activation above about 37%; further: values of inactives mirror those of a sister screen read the other way
TNFa cytotox: cytotoxicity in TNFa-stimulated HUVEC, primary screen, cytotoxicity control for VCAM1 expression modulator project, imaging, Hoechst nuclei count; HUVEC TNFalpha-stimulated, Hoechst cell count; cell count reduction, % at 2 µM; actives 0.17% (n = 93,000);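 active means cell count reduction exceeding the screen mean by over 5 SD, scaled to untreated wells per plate, cut at about 78% in these data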;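 further: cells counted after 24 h of TNF alpha exposure following the 1 h pretreatment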
ERb SRC1 inh: inhibitors of ERβ-SRC1 coactivator interaction, primary screen, biochemical, TR-FRET, ERβ LBD, SRC-1 peptide; Estrogen receptor beta (Homo sapiens), Q92731; actives 1.3% (n = 86,000); TR-FRET ER-beta LBD / SRC1-Cy5 peptide binding; receptor agonist-loaded with 1 µM estradiol; inhibition, % at 25.6 µM; AID 633, 2007;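 active means compounds whose percent inhibition of the receptor-coactivator binding signal exceeds about 50% in the single-dose screen, limit read from the data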;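 further: 0% = receptor plus peptide wells without compound and 100% = peptide-only wells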
Target sequence (Q92731 whole entry, looked up, the tested form may be a part): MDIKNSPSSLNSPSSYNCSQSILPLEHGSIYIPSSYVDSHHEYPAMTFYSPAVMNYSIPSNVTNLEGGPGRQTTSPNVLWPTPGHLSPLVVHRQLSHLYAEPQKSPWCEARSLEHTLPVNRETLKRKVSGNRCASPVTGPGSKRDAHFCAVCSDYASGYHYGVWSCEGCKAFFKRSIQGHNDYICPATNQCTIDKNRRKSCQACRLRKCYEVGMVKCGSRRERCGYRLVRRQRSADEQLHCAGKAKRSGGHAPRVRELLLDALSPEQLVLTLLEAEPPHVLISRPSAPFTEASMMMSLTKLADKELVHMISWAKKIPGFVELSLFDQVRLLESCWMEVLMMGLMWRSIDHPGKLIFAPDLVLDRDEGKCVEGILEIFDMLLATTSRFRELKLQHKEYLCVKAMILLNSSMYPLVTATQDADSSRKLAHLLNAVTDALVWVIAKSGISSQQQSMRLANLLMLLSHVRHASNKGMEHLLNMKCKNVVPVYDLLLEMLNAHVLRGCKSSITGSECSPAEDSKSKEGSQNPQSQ
Smad3 FoxH1 inh: Smad3/FoxH1 peptide binding inhibitors, primary screen, biochemical, TR-FRET; TR-FRET Smad3/Dy647-FoxH1 peptide binding, europium anti-His; inhibition, % at 25 µM; actives 0.29% (n = 88,000); AID 630, 2007;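 active means compounds that reduce the energy-transfer binding signal between the protein and its labelled peptide by more than half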;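 further: 0% = Smad3 plus labelled peptide maximal FRET and 100% = peptide-only background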
Target sequence (P84022 whole entry, looked up): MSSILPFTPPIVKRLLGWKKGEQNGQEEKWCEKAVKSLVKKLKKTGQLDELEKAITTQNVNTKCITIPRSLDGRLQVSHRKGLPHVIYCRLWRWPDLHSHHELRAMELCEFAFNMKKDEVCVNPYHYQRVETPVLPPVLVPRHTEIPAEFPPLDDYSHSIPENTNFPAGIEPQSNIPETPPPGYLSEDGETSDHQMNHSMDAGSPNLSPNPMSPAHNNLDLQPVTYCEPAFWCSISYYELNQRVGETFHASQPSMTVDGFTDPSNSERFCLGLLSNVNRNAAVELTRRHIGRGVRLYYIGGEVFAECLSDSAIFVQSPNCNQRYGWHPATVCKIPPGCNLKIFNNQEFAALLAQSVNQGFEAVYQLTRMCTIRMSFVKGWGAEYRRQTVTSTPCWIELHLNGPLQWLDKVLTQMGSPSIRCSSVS
HUVEC tox IL1B: cytotoxicity in IL-1B stimulated HUVEC, primary screen, cytotoxicity control for IL-1B NFkB translocation project, imaging, Hoechst nuclear count, IL-1B stimulus | AID 845, 2007 | HUVEC cell count loss | cell count reduction, % at 2 µM | actives 0.41% (n = 94,000);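 active means cell count reduction more than 3 SD above the screen-wide mean, cut at about 70% in these data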;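 further: normalized per plate to untreated control cells as the no-loss baseline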
* hit, by the source's call; nt = no result given; [ ] = dose if it differs, or a comment. Only part of the results is shown; rates above refer to the full screens.

SMILES	sEH inh	F-actin modifier	VCAM1 TNFa inh	Calb biofilm kill	sEH act	TNFa cytotox	ERb SRC1 inh	Smad3 FoxH1 inh	HUVEC tox IL1B
Nc1ccc(OCc2ccccc2)cc1	1	7	-8	-2	-2	-17	-15	2	4
Cc1cc(C)c2c(-n3cccc3)c(C(=O)NNS(=O)(=O)c3ccc(Cl)cc3)sc2n1	0	18	6	nt	2	-20	nt	nt	-16
O=C(CSc1ccsc1[N+](=O)[O-])NCCc1ccc(Cl)cc1	18	-13	2	nt	-15	-1	nt	nt	19
COC(=O)C1=C(C)N(c2ccc(C)c(C)c2)/C(=C/c2cccs2)C1=O	8	2	18	nt	-8	-18	nt	nt	-1
Cc1ccccc1NC(=O)C(NS(=O)(=O)c1ccc2c(c1)c(=O)n(C)c(=O)n2C)c1ccccc1 (stereo unspecified)	nt	-4	14	nt	nt	-39	nt	nt	5
COc1ccc(C)cc1S(=O)(=O)N(CC(=O)O)c1ccc(F)cc1	-22	-4	17	-1	22	-4	-6	1	-19
O=C1c2ccsc2SCCN1Cc1ccc(Cl)cc1	6	-8	14	12	-7	-6	56*[fluorescence artefact?]	-18	-15
CCCCCOC(=O)CSc1nc2c(c(=O)[nH]c(=O)n2C)n1CCc1ccccc1	4	nt	nt	4	1	nt	-29[fluorescence artefact?]	12[fluorescence artefact?]	-34
COc1ccc(S(=O)(=O)N2CCC(C(=O)NC3CC3)CC2)cc1Cl	9	3	6	9	-6	-24	-8	2	20
O=C(NC1CCN(Cc2ccccc2)CC1)c1ccccc1F	-17	-32	-2	5	14	1	3	-2	6

For convenience, part of the list above:
SMILES	sEH inh	F-actin modifier	VCAM1 TNFa inh	Calb biofilm kill	sEH act	TNFa cytotox	ERb SRC1 inh	Smad3 FoxH1 inh	HUVEC tox IL1B
Nc1ccc(OCc2ccccc2)cc1	1	7	-8	-2	-2	-17	-15	2	4
Cc1cc(C)c2c(-n3cccc3)c(C(=O)NNS(=O)(=O)c3ccc(Cl)cc3)sc2n1	0	18	6	nt	2	-20	nt	nt	-16
O=C(CSc1ccsc1[N+](=O)[O-])NCCc1ccc(Cl)cc1	18	-13	2	nt	-15	-1	nt	nt	19
COC(=O)C1=C(C)N(c2ccc(C)c(C)c2)/C(=C/c2cccs2)C1=O	8	2	18	nt	-8	-18	nt	nt	-1

Further structures
SMILES	sEH inh	F-actin modifier	VCAM1 TNFa inh	Calb biofilm kill	sEH act	TNFa cytotox	ERb SRC1 inh	Smad3 FoxH1 inh	HUVEC tox IL1B
CCCCC(=O)Nc1ccc(Cl)cn1	7	1	-3	-1	-8	-6	-2	-1	-10
O=[n+]1c2c(n([O-])c3c1CCCC3)CCCCC2	-20	-7	2	8	20	-9	0	-14	5
Cc1ccc(S(=O)(=O)NCC(c2cccnc2)N(C)C)cc1 (stereo unspecified)	7	2	4	12	-4	-33	-3	2	7
COc1ccc(N2CCN(C(=O)CN(Cc3ccc(Cl)cc3)S(C)(=O)=O)CC2)cc1	-13	2	45	1	16	-2	-8	-2	29
CCCCN(C)C(=O)C1CCN(Cc2ccc(OCc3ccccc3)cc2)CC1	-2	-7	-16	3	7	-7	-11[fluorescence artefact?]	2[fluorescence artefact?]	16
Cn1c(=O)n(C/C=C/c2ccccc2)c(=O)c2c1nc1n2CCCN1Cc1ccccc1	-8	-8	7	3	8	-15	3	4	15
Cc1nn(C(C)c2nc(-c3ccccc3)no2)c(C)c1[N+](=O)[O-] (stereo unspecified)	-5	-32	-3	nt	6	13	nt	nt	27
Cc1ccc(N(C)C(=O)N2CCN(S(=O)(=O)c3ccc(C)c(C)c3)CC2)cc1	-19	nt	4	2	18	11	-10	11	5
COC(=O)C(Cc1ccc(O)cc1)NC(=O)c1ccccc1 (stereo unspecified)	18	-5	6	5	-16	-18	3[fluorescence artefact?]	-3	-47
Cc1ccc(S(=O)(=O)NCC(=O)N(CC(=O)NC2CCCCC2)CC2CCCO2)cc1 (stereo unspecified)	3	nt	7	6	-4	-75	-11	2	-12

Reprinted at random: 2 records from the list
SMILES	sEH inh	F-actin modifier	VCAM1 TNFa inh	Calb biofilm kill	sEH act	TNFa cytotox	ERb SRC1 inh	Smad3 FoxH1 inh	HUVEC tox IL1B
Cn1c(=O)n(C/C=C/c2ccccc2)c(=O)c2c1nc1n2CCCN1Cc1ccccc1	-8	-8	7	3	8	-15	3	4	15
Cc1ccc(S(=O)(=O)NCC(=O)N(CC(=O)NC2CCCCC2)CC2CCCO2)cc1 (stereo unspecified)	3	nt	7	6	-4	-75	-11	2	-12

Next part
SMILES	sEH inh	F-actin modifier	VCAM1 TNFa inh	Calb biofilm kill	sEH act	TNFa cytotox	ERb SRC1 inh	Smad3 FoxH1 inh	HUVEC tox IL1B
CCCCCN(C(=O)NC(=O)Nn1cnnc1)S(C)(=O)=O	5	-7	6	-2	-4	-14	-2	2	-13
CCOC(=O)C(C)Sc1nc2c(c(=O)[nH]c(=O)n2C)n1C/C=C(/C)Cl (stereo unspecified)	-5	-29	13	-4	4	-3	8[fluorescence artefact?]	11	-10
O=C(Cc1ccccc1)NC(=S)Nc1cccc(C(F)(F)F)c1	0	-1	2	nt	0	-5	nt	nt	5
C=C(C)CSc1nc2nc(C)c(Br)cc2[nH]1	-12	0	3	2	11	-6	-36	11	-62
O=C(O)c1cc(-c2ccccc2)n[nH]1	-15	20	4	0	14	-22	7	-8	8
C=C(C)Cn1c(SCC)nc2ccccc2c1=O	-7	-22	4	11	4	4	10	4	-4
O=C(NCc1nc2ccccc2[nH]1)c1ccco1	6	-9	9	11	-2	-14	6	8	-21
CCn1c(CCNC(=O)c2cccs2)nnc1SCC(=O)Nc1ccc(Cl)cc1	-23	-3	16	3	19	3	17	5	-31
CC(=O)Nc1cccc(-c2csc(Nc3cc(C)ccn3)n2)c1	1	-11	0	nt	0	-3	nt	nt	27
c1ccc(-c2n[nH]c(-c3ccccc3)c2-c2nc3ccccc3[nH]2)cc1	-2	24	-2	7	1	-21	-1	10	-32

Gathered by group: those above containing a nitro group on carbon (2)
SMILES	sEH inh	F-actin modifier	VCAM1 TNFa inh	Calb biofilm kill	sEH act	TNFa cytotox	ERb SRC1 inh	Smad3 FoxH1 inh	HUVEC tox IL1B
O=C(CSc1ccsc1[N+](=O)[O-])NCCc1ccc(Cl)cc1	18	-13	2	nt	-15	-1	nt	nt	19
Cc1nn(C(C)c2nc(-c3ccccc3)no2)c(C)c1[N+](=O)[O-] (stereo unspecified)	-5	-32	-3	nt	6	13	nt	nt	27

Next part:
SMILES	sEH inh	F-actin modifier	VCAM1 TNFa inh	Calb biofilm kill	sEH act	TNFa cytotox	ERb SRC1 inh	Smad3 FoxH1 inh	HUVEC tox IL1B
C=CCNC1=C(Cl)C(=O)N(c2ccccc2Cl)C1=O	-10	36	7	5	10	-34	-8	4	-25
O=C(CN1C(=O)CSc2ccccc21)Nc1ccc2c(c1)OCCO2	16	27	-5	2	-14	nt	-8	-9	2
O=C(NCCCNCc1ccccc1)/C(=N\O)c1ccccc1	0	-12	3	8	2	14	-9	6	2
COc1cc(C2CC(=O)NC3=C2C(=O)CC(C)(C)C3)ccc1O (stereo unspecified)	-10	2	6	6	8	-6	-4	4	-14
CN1CCN(c2ncnc3c2cnn3-c2ccc(Cl)cc2)CC1	-3	3	3	1	5	-27	-2	-1	-41
CC1=NNC(=O)C1C(c1ccccc1)C(C#N)C#N (stereo unspecified)	-1	-3	-3	4	2	-5	12	2	0
C/C=C/c1ccccc1OCc1ccc(C(=O)O)o1	7	10	-12	4	-7	-36	-13	11	-25
N/C(=N\OC(=O)c1cc(-c2ccccc2)nc2ccccc12)c1ccncc1	-2	-4	7	nt	3	-9	nt	nt	-5
Cc1ccc2[nH]c(=O)c(-c3nc4c(C)cccn4c3NCc3ccco3)cc2c1	-2	-19	nt	7	4	nt	57*[fluorescence artefact?]	2	-11
O=C(O)CSc1nnc(-c2ccncc2)n1-c1ccc(Cl)cc1	-5	2	-8	4	8	nt	-3	8	10
CCc1nnc(NC(=O)C(C)Sc2ccccc2)s1 (stereo unspecified)	12	8	10	-2	-14	-31	-1	-9	-6
Cc1noc2ncc(C(=O)c3cc(F)ccc3O)cc12	-15	-7	14	7	14	6	3	21[fluorescence artefact?]	93*
CCOc1cc(/C=C2/C(=O)N(c3ccccc3)N=C2C)ccc1OC(=O)c1ccco1	6	-12	44*	nt	-5	13	nt	nt	4
CN(C)S(=O)(=O)N1CCN(C(=O)N(c2ccccc2)c2ccccc2)CC1	-7	-7	-6	11	11	-17	-1	-4	15
COc1cc(-n2nnnc2SCC(=O)N2CCN(c3ccc(F)cc3)CC2)c(OC)cc1Cl	-1	-13	14	7	0	3	9	1	10
Clc1ccc(-n2cccc2/C=N/n2cnnc2)cc1	-8	-5	14	5	2	-12	0	2	5
CC(C)CCOCC1CC2(CC(C)(c3csc(N)n3)OC2=O)C(=O)O1 (stereo unspecified)	nt	-5	-26	6	nt	2	-10	3	-17
CC(C)(NC(=O)N1CCOCC1)c1cccc(C(C)(C)NC(=O)N2CCOCC2)c1	-3	-2	8	3	3	-32	-8	0	16
Cc1cc(C)n(-c2nc3ccccc3c(=O)n2OCCOc2ccccc2)n1	-11	3	24	3	9	-10	56*[fluorescence artefact?]	-7	-7
CC(C)(C)n1nnnc1C(c1ccc(Cl)cc1)N1CCSCC1 (stereo unspecified)	1	-3	1	7	2	-1	-8	4	-1
N#CC1=C(N)N(c2ccc(F)cc2)C(=O)C1	1	-25	14	nt	-1	-29	nt	nt	-15
CC1CCN(C(=O)c2cc3nc(-c4ccccc4)cc(-c4ccccc4)n3n2)CC1	-7	nt	-19	8	5	4	-3	-6	-27
COc1cc(OC)cc(C(=O)N[C@H](C(=O)Nc2ccccc2N2CCOCC2)C(C)C)c1	3	-10	-19	nt	-2	-19	nt	nt	-16
CCC(=O)N1CCN(c2ccc(Cl)cc2NC(=O)c2ccc(N3CCCC3)c([N+](=O)[O-])c2)CC1	0	11	5	nt	-2	-10	nt	nt	12
CC(C)CC(NC(=O)OC(C)(C)C)C(=O)NC(C(=O)NC(C)C(N)=O)C(C)C (stereo unspecified)	1	11	-9	9	0	-5	0	7	-110
CCOC(=O)C1CCCN(C(=O)CN2CCN(Cc3ccc(Cl)cc3)C2=O)C1 (stereo unspecified)	-1	18	3	2	0	-19	20	6	13
C=CCn1c(=N)n(CC(=O)OCC)c2ccccc21	-12	-12	-12	nt	12	-7	nt	nt	-1
COc1cccc(NC2CC(=O)N(CCc3ccccc3)C2=O)c1 (stereo unspecified)	-8	13	16	7	9	48	48	5	28
CCc1c(C)nc(N)nc1OCC(F)(F)C(F)F	11	-11	9	nt	-13	4	nt	nt	-14

Structural class, those above containing a tert-butyl group.
SMILES	sEH inh	F-actin modifier	VCAM1 TNFa inh	Calb biofilm kill	sEH act	TNFa cytotox	ERb SRC1 inh	Smad3 FoxH1 inh	HUVEC tox IL1B
CC(C)(C)n1nnnc1C(c1ccc(Cl)cc1)N1CCSCC1 (stereo unspecified)	1	-3	1	7	2	-1	-8	4	-1
CC(C)CC(NC(=O)OC(C)(C)C)C(=O)NC(C(=O)NC(C)C(N)=O)C(C)C (stereo unspecified)	1	11	-9	9	0	-5	0	7	-110
